Screening data from PubChem BioAssay.
GLD-1 RNA inh = GLD-1-TGE RNA interaction inhibition (C. elegans) | AID 2280 | hit rate 0.44% among 320,000 | inhibition, % at 5.96 µM | purified GLD-1 + fluorescein TGE RNA, fluorescence polarization;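 active means percent inhibition above a per-plate cutoff, the plate mean of test compounds plus 3 SD, cut at about 30% in these data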;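 further: 0% = DMSO wells with GLD-1 and probe and 100% = wells lacking GLD-1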
MEX-5 binding = C. elegans MEX-5 TCR-2 RNA binding activity; hit rate 0.38% among 300,000; Q9XUB2; AID 1832; MEX-5/FITC-TCR2 RNA binding, fluorescence polarization; stronger effect = lower value; activity score (negative = inhibition of binding), % at 10 µM;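 active means inhibition past about -25% in most replicates, and total fluorescence under double the plate's negative control median, limit read from the data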;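 further: 0% = DMSO and -100% = 5 µM competing unlabeled TCR2 RNA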
BCLXL inh = blocks human Bcl-xL binding to Bim BH3 peptide; GST-Bcl-xL / FITC-Bim BH3 peptide fluorescence polarization; inhibition, % at 10.9 µM; hit rate 0.7% among 320,000;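 active means inhibition above the mean of all tested compounds plus 3 SD, cutoff set per campaign, cut at about 30% in these data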;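 further: 0% = DMSO wells and 100% = unlabeled Bim-BH3 peptide competitor; inhibitors lower millipolarization by displacing the labeled peptide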
Target sequence (Q07817 whole entry, looked up): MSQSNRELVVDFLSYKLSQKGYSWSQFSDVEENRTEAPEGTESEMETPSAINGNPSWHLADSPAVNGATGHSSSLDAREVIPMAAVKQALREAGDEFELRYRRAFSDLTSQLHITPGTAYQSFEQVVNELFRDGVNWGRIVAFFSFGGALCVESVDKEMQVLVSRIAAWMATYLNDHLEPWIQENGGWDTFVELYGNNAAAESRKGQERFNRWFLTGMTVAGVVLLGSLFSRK
MCL1-BIM inh = disrupts human MCL1 binding to BIM-BH3 peptide; Q07820; inhibition, % at 10.9 µM; AID 2057; GST-MCL1 / FITC-Bim-BH3 fluorescence polarization; hit rate 0.68% among 320,000;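 active means inhibition above the mean inhibition of all tested compounds plus 3 SD, set per campaign, cut at about 40% in these data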;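 further: 0% = DMSO wells and 100% = unlabeled Bim-BH3 peptide control; higher means more loss of mP so more displacement of Bim peptide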
CIT2-GFP yeast = modulators of TOR pathway CIT2-GFP in S. cerevisiae; GFP response vs DMSO, % at 10 µM; S. cerevisiae CIT2-GFP strain, flow cytometry, 3 h; 100 means same as DMSO wells; hit rate 0.065% among 320,000;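 active means GFP response relative to DMSO above a set limit, near the screen mean plus 3 SD, cut at about 150% in these data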;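 further: ratio of well median GFP fluorescence to mean of DMSO wells on the plate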
AGP1-GFP MLPCN = modulators of TOR pathway AGP1-GFP in S. cerevisiae; S. cerevisiae AGP1-GFP multiplex flow cytometry, 3 h; GFP as percent of DMSO wells; GFP response vs DMSO, % at 10 µM; hit rate 0.02% among 320,000; AID 2066;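 active means GFP response relative to DMSO above a set limit, near screen average plus 3 SD, cut at about 150% in these data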;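 further: median GFP channel fluorescence of the gated AGP1 strain per well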
Fam108B inh = counter-screen for RBBP9 inhibitors: inhibitors of mouse Fam108B | AID 1947 | hit rate 0.33% among 300,000 | recombinant Fam108B, FP-Rh probe fluorescence polarization | inhibition, % at 9.51 µM;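 active means inhibition above the screen mean inhibition plus 3 SD, computed separately per campaign, cut at about 18% in these data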;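 further: inhibitors lower polarization as less probe binds the enzyme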
VLA-4 inh = inhibition in a human VLA-4 binding assay | P13612 | VLA-4 expressing cells, ligand binding flow cytometry | inhibition, % (about 7 µM as worked out from the volumes in the protocol) | hit rate 0.2% among 330,000; in the data active means inhibition above about 50%
GRK2 inh = human GRK2 inhibition via aptamer displacement | hit rate 0.59% among 330,000 | bead flow cytometry, FAM-aptamer displacement from GRK2 | P25098 | inhibition of aptamer binding, % at 10 µM | AID 488847;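 active means inhibition of aptamer binding above 40%, roughly 3 SD of noise, on plates passing a quality check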;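 further: median bead fluorescence of bound FAM aptamer so fluorescent compounds give negative values; no value below 0 was filed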
Target sequence (P25098 whole entry, looked up): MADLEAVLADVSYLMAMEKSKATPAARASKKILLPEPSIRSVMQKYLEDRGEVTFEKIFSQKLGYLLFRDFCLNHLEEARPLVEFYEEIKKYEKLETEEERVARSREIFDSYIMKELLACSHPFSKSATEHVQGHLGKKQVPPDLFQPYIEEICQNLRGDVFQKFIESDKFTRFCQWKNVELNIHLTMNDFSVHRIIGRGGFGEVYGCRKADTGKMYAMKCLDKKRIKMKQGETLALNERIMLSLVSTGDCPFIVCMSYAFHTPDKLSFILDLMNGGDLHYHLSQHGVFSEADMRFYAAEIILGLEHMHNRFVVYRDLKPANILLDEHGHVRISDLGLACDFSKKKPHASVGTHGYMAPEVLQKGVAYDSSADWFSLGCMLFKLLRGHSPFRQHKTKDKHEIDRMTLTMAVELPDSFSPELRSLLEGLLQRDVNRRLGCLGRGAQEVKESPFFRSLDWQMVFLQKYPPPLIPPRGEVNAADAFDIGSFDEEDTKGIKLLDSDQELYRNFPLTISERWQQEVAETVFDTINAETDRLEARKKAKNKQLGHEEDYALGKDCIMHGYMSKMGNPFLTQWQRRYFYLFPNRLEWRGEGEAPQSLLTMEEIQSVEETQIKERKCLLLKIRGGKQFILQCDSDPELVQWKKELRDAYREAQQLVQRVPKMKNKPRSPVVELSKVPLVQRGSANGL
* hit, by the source's call; / = not tested or not shown.

smiles	GLD-1 RNA inh	MEX-5 binding	BCLXL inh	MCL1-BIM inh	CIT2-GFP yeast	AGP1-GFP MLPCN	Fam108B inh	VLA-4 inh	GRK2 inh
CC(=O)Oc1ccc(NC(=O)Cc2ccccc2)c(C(=O)O)c1	-1	-2.5	6	-5	101	95	-3	52*	1
COc1cc(NC(=S)N2CCCC(CO)C2)cc(OC)c1 (centres undefined)	-4	1.2	-5	3	89	101	-2	0	0
Cc1[nH]n(-c2ccccc2)c(=O)c1N=Nc1c(O)cc(S(=O)(=O)N(C)C)c2ccccc12	-3	0.6	4	7	93	87	75*	14	1
CCN(CC)C(=O)C(C)OC(=O)COc1ccc(Cl)cc1C (centres undefined)	2	-1.7	3	2	/	88	5	9	2
Cc1ccc(NC(=O)CC2S/C(=N/N=C3\CCCc4ccccc43)NC2=O)cc1 (centres undefined)	-1	-0.1	7	5	104	99	-6	-36	0
Cc1ccc(N2CC(C(=O)NCCS(=O)(=O)N3CCN(c4ccccc4F)CC3)CC2=O)cc1 (centres undefined)	-1	-0.2	3	7	104	97	7	3	0
Nc1nc(SCC(=O)Nc2cc(C(F)(F)F)ccc2N2CCOCC2)n[nH]1	6	1.6	0	0	99	26	4	3	0
CC(C)OC(=O)NCCOC(=O)Nc1ccc(Cl)c(Cl)c1	2	0.7	-2	-5	91	99	-3	-1	0
CCN1C(=O)[C@H]2[C@@H](c3ccc(-c4ccc(C(C)=O)cc4)cc3)N3CCC[C@@]3(C(=O)OC)[C@H]2C1=O	-2	-1.1	3	3	102	88	-3	33	2
CCOc1ccc(Br)cc1S(=O)(=O)NC1CCCC1	8	/	4	-3	91	102	/	4	2
C[C@H]1CN(S(=O)(=O)c2ccc3c(c2)OCCO3)CCN1S(=O)(=O)c1c(F)cccc1F	0	/	/	/	95	96	/	3	2
Cc1c(C(=O)NCCSCc2c(F)cccc2Cl)cnn1-c1ccc(Cl)cc1	2	-3.9	0	2	87	104	-4	-4	0
CCCCCC(O)(CCN1CCCCC1)c1ccc(OCC)cc1 (centres undefined)	0	-1.2	2	-3	/	102	-3	0	1
CCOC(=O)c1ccc(N2C(=O)C3C(C2=O)C(C(=O)c2ccc(Cl)cc2)N2CCCC32)cc1 (centres undefined)	21	-6.4	58*	36	88	/	-6	-18	3
COc1cc(/C=C/C(=O)N2CCCC2)cc(OC)c1OC	8	1.1	7	4	96	102	7	0	0
CCOC(=O)CSc1ccc2ccccc2n1	3	-1.5	8	3	90	101	0	19	2
CCOC(=O)c1ccc(-c2cccc(C(F)(F)F)c2)nc1C	1	1.0	0	-1	114	104	-1	8	27
Cn1cnc(S(=O)(=O)N2CCc3ccccc32)c1	2	-0.4	8	3	98	97	11	9	0
O=C1CC(c2ccccc2Cl)c2c(sc3c(=O)[nH]c(CCl)nc23)N1 (centres undefined)	3	3.1	3	0	98	104	2	-4	0
CN(Cc1ccco1)C(=O)c1cc2c(s1)-c1ccc(Cl)cc1S(=O)(=O)C2	7	0.0	5	6	94	106	4	6	0
Cc1cc(Cl)ccc1NC(=O)c1ccc2c(c1)CCN2S(C)(=O)=O	/	-2.2	/	/	97	100	/	0	3
COc1ccc(C(=O)NC2=C(C#N)CCC2)cc1OC	-3	-1.1	0	6	102	102	3	21	0
O=C(c1ccco1)N(CC1CCCO1)c1nc(-c2ccccc2)cs1 (centres undefined)	9	-0.3	6	2	94	95	-6	43	6
CC(=O)c1cccc(N2C(=O)CC(N3CCN(S(=O)(=O)c4ccc(Cl)cc4)CC3)C2=O)c1 (centres undefined)	8	/	-2	0	99	96	/	13	4
CC(=Nc1cccc(O)c1)c1sc2ccccc2c1O	-55	-5.6	-4	-17	97	102	6	6	3
CN(C)CCCN(C(=O)CCS(=O)(=O)c1ccccc1)c1nc2cc3c(cc2s1)OCO3	0	-1.6	4	10	103	97	8	5	16
O=C1OCc2ccc(NS(=O)(=O)c3ccc(C(F)(F)F)cc3)cc21	6	-0.4	8	0	104	115	1	-2	2
COc1ccccc1C(=O)N/N=C(\C)CC(=O)Nc1ccc(Cl)cn1	0	0.9	3	6	90	100	0	-2	0
O=C(O)CC1(CC(=O)Nc2cccc(C(F)(F)F)c2)CCCC1	5	-0.3	3	1	96	104	2	6	2
CSc1nsc(SCC(=O)Nc2nc3ccccc3s2)n1	3	-0.9	4	9	99	99	-2	4	1
Cc1cc(C)cc(Nc2ncc3c(n2)CCCC3=O)c1	-4	-5.0	4	8	107	102	3	15	0
Cc1nc2sc3c(c2c(=O)o1)CCCC3	-15	-2.4	14	0	103	99	3	9	0
O=C(COC(=O)c1ccc2c(=O)n3c(nc2c1)CCC3)Nc1ccccc1F	0	-3.5	5	2	102	107	3	-4	0
CCOC(=O)c1c(C)c(-c2ccccc2)n(CC(=O)NCCCN(CC)CC)c1C	-6	-0.5	4	-8	108	102	0	4	0
NS(=O)(=O)c1ccc(CNC(=O)c2cc(-c3cccnc3)nc3ccc(Cl)cc23)cc1	1	0.5	-6	0	96	103	-9	-28	0
COCCN(CC(=O)Nc1cccc(C)c1C)C(=O)c1ccc(-n2cccn2)cc1	3	/	-3	1	101	99	/	0	2
O=C(CSc1nc(O)c(Cc2ccccc2)c(=O)[nH]1)N1CCOCC1	-2	0.5	5	1	90	105	2	19	0
O=C1C2CCCN2C(c2cccc(F)c2)N1c1cccc(Cl)c1 (centres undefined)	-2	2.8	-1	-1	103	102	2	-24	0
Cc1cccc(NC(=O)CNC(=O)COc2cccnc2[N+](=O)[O-])c1C	3	/	-4	3	105	96	/	-5	1
CN1CCCN(C(=O)c2ccccc2Cl)CC1	4	4.4	4	-2	97	101	0	22	2
Cc1ccc(SCCNS(C)(=O)=O)cc1	-1	2.3	5	1	105	101	1	3	0
O=C(NCc1ccc(F)cc1)c1ccc(CS(=O)Cc2ccccc2Cl)o1 (centres undefined)	1	-0.3	-2	5	105	106	3	0	3
NS(=O)(=O)c1cc(C(=O)O)cc(N2CCCC2)c1Oc1ccccc1	6	/	7	9	101	102	-1	33	4
Cc1ccc(S(=O)(=O)CCC(=O)OCC(=O)NCC(=O)Nc2cccc(C)c2C)cc1	5	1.5	-2	-11	100	83	-1	-1	6
Cc1ccc([C@@H]2CC=C(C(=O)O)[C@H](c3ccc(F)cc3)N2S(=O)(=O)c2ccccc2C)cc1	5	/	/	/	98	84	/	10	14
C=CCn1c(NC(=O)CC)c(C(=O)OCC)sc1=S	-2	-0.2	4	6	100	105	-3	10	1
CS(=O)(=O)N1Cc2ccccc2CC1C(=O)Nc1ccccc1C(N)=O (centres undefined)	5	1.4	4	12	99	94	-1	19	0
CC(C)c1ccc(N(CC(=O)NCCc2ccccc2)C(=O)c2csnn2)cc1	7	0.3	7	4	94	98	2	-2	1
O=C(NCCc1ccccc1)c1ccccc1F	-4	0.9	6	4	113	106	3	4	1
CCOC(=O)C(Cc1ccc(NC(=O)/C(=C/c2ccc(OC(C)=O)cc2)NC(C)=O)cc1)N1C(=O)c2ccccc2C1=O (centres undefined)	-1	-2.6	2	-6	99	102	0	-18	0
CCN(CC)CC(O)COC(c1ccccc1)c1ccccc1 (centres undefined)	-2	0.5	4	3	99	111	-5	7	1
CN(C(=O)CSc1nnc(-c2ccco2)n1N)C1CCCCC1	8	0.2	-2	-8	96	99	0	21	0
CCN(c1ccccc1)S(=O)(=O)c1ccc(Cl)c(C(=O)NCc2ccco2)c1	-2	/	3	0	107	104	/	2	0
O=C1CS/C(=N\N=C\c2ccco2)N1c1ccccc1	-3	1.0	7	21	103	103	0	-7	3
CCCn1cc(SCC(=O)NC2CCCC2)c2ccccc21	3	0.0	0	5	91	100	-4	5	1
COc1ccccc1C(=O)NCCC(=O)NCC(c1ccco1)N1CCCC1 (centres undefined)	-2	/	1	3	101	104	/	41	0

Following part
smiles	GLD-1 RNA inh	MEX-5 binding	BCLXL inh	MCL1-BIM inh	CIT2-GFP yeast	AGP1-GFP MLPCN	Fam108B inh	VLA-4 inh	GRK2 inh
CCC(Cc1ccccc1)NS(=O)(=O)c1ccc2c(c1)NC(=O)CO2 (centres undefined)	4	0.3	1	0	107	102	-2	-11	4
Cc1ccc(C(=O)Nc2ccc(N3CCOCC3)cc2)cc1S(=O)(=O)N1CCCCC1	4	/	-6	5	102	105	/	10	2
COc1ccc(C(=O)Nc2nnc(SCC(=O)NC3CC3)s2)cc1	-1	0.7	0	0	104	110	4	3	4
CCc1cccc2c(C(=O)COC(=O)c3ccccc3)c[nH]c12	1	1.7	-2	-3	95	99	3	24	1
Cc1cccc(C)c1Nc1ncnc(N)c1[N+](=O)[O-]	9	-11	3	1	97	105	-3	25	0
COc1cccc2[nH]c(C(=O)NCc3ccccc3)cc12	-2	0.0	5	0	104	110	9	8	8
CCN(CC)c1nc2ccccc2c(N)c1-c1ccccc1	-4	1.5	7	3	114	132	4	-2	0
CCOC(=O)Cc1csc(NC(=O)CN2CCN(CC)CC2)n1	/	0.7	/	/	96	98	/	0	0
Cc1cc(C)c(CN2CCN(Cc3ccc(C)o3)C(CCO)C2)c(-n2cccn2)c1 (centres undefined)	8	0.7	-2	0	102	101	1	0	3
C=CCn1c(Cc2cccs2)nnc1SC/C=C/c1ccccc1	-2	-1.2	-9	-11	96	99	0	5	3
